# Screening data deposited in PubChem BioAssay by MTDP.
# RNase H inhibition: RNase H inhibition, HIV 1 Gag Pol polyprotein, FRET biochemical assay, screening (AID 372); HIV-1 RT RNase H, FRET RNA/DNA substrate fluorescence; higher % means a stronger effect; inhibition, % at 10 µM; hits with a dose series show IC50 in µM; 0.77% of 100,000 active; in the data active = inhibition above about 50%
# The depositor's hits bear a star; & = joins results of further samples.
item	Molecule	RNase H inhibition
1	O=C1/C(=C\c2ccccc2)SC(=S)N1c1cccc(C(F)(F)F)c1	11%
2	Cc1ccc(S(=O)(=O)N2CCOCC2)cc1C	8%
3	CC1CC2(C)CC(C)C1(COC(=O)Nc1ccccc1)CO2 (centres undefined)	2%
4	O=C(c1cccc(C#Cc2ccccc2)c1)N1CCN(C(c2ccccc2)c2ccccc2)CC1	8%
5	Cc1ccc(S(=O)(=O)/N=C2\NC(=O)/C(=C/c3ccccc3)S2)cc1	4%
6	O=S(=O)(NCC1CCCO1)c1ccc(Cl)cc1 (centres undefined)	0%
7	Cc1ccc(/C=N/n2nnnc2N)cc1	15%
8	Cc1cccc(NC(=S)N/N=C/c2ccco2)c1	7%
9	CCN(CC)C(=O)C1c2ccccc2Oc2ccccc21	11%
10	CCOn1c(=O)c[n+]([O-])c2ccccc21	10%
11	Cc1ccc(/C=C2/SC(=S)N(CCCC(=O)Nc3ccc(F)c(Cl)c3)C2=O)cc1	12%
12	O=C1OCC(Cn2c3ccccc3c3ccccc32)O1 (centres undefined)	14%
13	c1ccc(-c2nonc2-c2ccccc2)cc1	37%
14	CCOC(=O)c1c(NC(=O)c2cc(OC)cc(OC)c2)sc(C)c1CC	4%
15	CCOC(=O)C1=C(C)NC2=C(C(=O)c3ccccc32)C1c1ccc(OCc2ccccc2)cc1 (centres undefined)	0%
16	CCc1ccc(NC2=C(Cl)C(=O)N(c3ccc(C)c(Cl)c3)C2=O)cc1	40%
17	CC(C)CC(=O)Nc1ccc([N+](=O)[O-])cc1Cl	17%
18	Cc1ccc(S(=O)(=O)N(CC(=O)Nc2ccccc2Br)c2ccccc2Cl)cc1	23%
19	O=C1c2ccc(-c3nc4ccccc4o3)cc2C(=O)N1c1cccc(-c2nc3ccccc3o2)c1	8%
20	C=CCN1C(=O)/C(=C\c2c(Cl)cc(Cl)c(O)c2Cl)SC1=S	28%
21	Cc1ccc(C2SCC(=O)N2c2ccc(C)cc2)cc1 (centres undefined)	15%
22	Clc1ccc(Oc2cccc(CN3CCN(c4ccccn4)CC3)c2)cc1	5%
23	O=C(O)CC/C(=N\N=C(/CCC(=O)O)c1ccccc1)c1ccccc1	2%
24	O=C1NC(=Nc2cccc(Cl)c2Cl)S/C1=C\c1ccc(Cl)c([N+](=O)[O-])c1	19%
25	CCOc1cccc(=O)c2c(C)[nH]c(C)c12	6%
26	O=C(NCC1CCCO1)c1ccc(Cl)c(Cl)c1 (centres undefined)	6%
27	CCOc1ccc(C(=O)NC(=S)Nc2ccc(NC(C)=O)cc2)cc1Cl	15%
28	O=[N+]([O-])c1ccc(Nc2ccc(Cl)c(C(F)(F)F)c2)c2nonc12	15%
29	O=C(COc1ccc(Cl)cc1)NNC(=O)Cc1cccc2ccccc12	0%
30	O=C(NC(=S)Nc1ccc([N+](=O)[O-])cc1)c1cccc(F)c1	9%
31	C/C=C/c1ccc(OCCOCCOc2ccc(C=O)cc2)c(OC)c1	20%
32	O=C(Nc1nnc(Cc2ccc(Cl)cc2Cl)s1)c1ccc(F)cc1	2%
33	O=C(Nc1ccccc1C(=O)NCc1ccco1)c1ccco1	3%
34	CCOC(=O)N1CCN(C(=O)Nc2ccc3nc4c5ccccc5c5ccccc5c4nc3c2)CC1	13%
35	COc1cc(C)ccc1OCCOc1cc(Cl)ccc1Cl	18%
36	COc1cc(/C=N/Nc2ncc(C)c(=O)[nH]2)cc(OC)c1O	14%
37	O=C(Nc1ccc(C(=O)O)cc1)/C(=C\c1ccc2c(c1)OCO2)NC(=O)c1ccccc1	16%
38	O=C(Nc1cccc2ccccc12)/C(=C\c1cccc([N+](=O)[O-])c1)NC(=O)c1cccs1	6%
39	COc1ccc(-c2nnc(-c3cccc(C)c3)o2)cc1	38%
40	Cc1cc(=O)oc2cc(OCC(=O)N(C)C)ccc12	0%

# Quoted from the listing.
# Result for entry 36 in RNase H inhibition: 14%
# Result for entry 37 in RNase H inhibition: 16%

# Following part.
item	Molecule	RNase H inhibition
41	C(=N\N1CCN(Cc2cccc3ccccc23)CC1)/c1cccnc1	16%
42	Cc1ccc(C(=O)Nc2nc(-c3ccc4c(c3)Cc3ccccc3-4)cs2)cc1	19%
43	CN1C(=O)C(=Cc2cccc(Br)c2)C(=O)N(C)C1=O	11%
44	CC(C)N1C(=O)/C(=C\c2ccco2)SC1=S	3%
45	O=C(CN(c1cccc(C(F)(F)F)c1)S(=O)(=O)c1ccccc1)NCCc1ccccc1	15%
46	COc1cc2c(cc1OC)C(c1cccc(Cl)c1)N(Cc1ccc(OC)c(OC)c1OC)CC2 (centres undefined)	23%
47	CCc1cc2c(-c3ccccc3)cc(=O)oc2cc1OC(C)=O	29%
48	COc1ccc(-c2nnc(NC(=O)c3ccc(Cl)cc3)s2)cc1	49%
49	O=C(NC(=S)Nc1cccc2ccccc12)c1cc2ccccc2oc1=O	8%
50	COc1ccc(OC)c(NS(=O)(=O)c2cccc([N+](=O)[O-])c2)c1	0%

# The list goes on; it opens with the five that closed the last part.
item	Molecule	RNase H inhibition
46	COc1cc2c(cc1OC)C(c1cccc(Cl)c1)N(Cc1ccc(OC)c(OC)c1OC)CC2 (centres undefined)	23%
47	CCc1cc2c(-c3ccccc3)cc(=O)oc2cc1OC(C)=O	29%
48	COc1ccc(-c2nnc(NC(=O)c3ccc(Cl)cc3)s2)cc1	49%
49	O=C(NC(=S)Nc1cccc2ccccc12)c1cc2ccccc2oc1=O	8%
50	COc1ccc(OC)c(NS(=O)(=O)c2cccc([N+](=O)[O-])c2)c1	0%
51	O=C(O)c1ccc(-c2c(Cl)cc([N+](=O)[O-])cc2Cl)o1	27%
52	O=[N+]([O-])c1ccc(/C=N\Nc2ccccc2[N+](=O)[O-])o1	13%
53	Cc1cc(C)c2oc(-c3ccc(NC(=O)Cc4ccccc4)cc3O)nc2c1	35%
54	O=C(COc1ccc([N+](=O)[O-])cc1)Nc1ccccn1	11%
55	Cc1ccn2c(C(=O)N/N=C\c3ccccc3)c(C)nc2c1	0%
56	CN(C)CCCNC(=O)c1ccc2sc3cc(=O)c(N)cc-3nc2c1	18%
57	S=C(Nc1ccccc1)Nc1ccc(Cl)cc1	14%
58	O=C(Nc1ccc(Cl)cc1F)c1sc2cc(Cl)ccc2c1Cl	6%
59	CC(=O)CC(=O)Nc1cccc(Br)c1	3%
60	O=C(NCCCNC(=O)c1cccc(F)c1)c1cccc(F)c1	5%

# An excerpt of these results, field by field.
[56] CN(C)CCCNC(=O)c1ccc2sc3cc(=O)c(N)cc-3nc2c1
  RNase H inhibition: 18%

[60] O=C(NCCCNC(=O)c1cccc(F)c1)c1cccc(F)c1
  RNase H inhibition: 5%

[59] CC(=O)CC(=O)Nc1cccc(Br)c1
  RNase H inhibition: 3%

[51] O=C(O)c1ccc(-c2c(Cl)cc([N+](=O)[O-])cc2Cl)o1
  RNase H inhibition: 27%

# Next records follow.
item	Molecule	RNase H inhibition
61	N#C/C(=C/c1ccc(-c2ccc(C(=O)O)c(Cl)c2)o1)C(=O)Nc1ccc(F)cc1	1%
62	C=CCN1C(=O)/C(=C\c2cn(C)c3ccccc23)SC1=S	8%
63	Oc1c(Cl)cc(Cl)cc1C=Nc1ccc(Br)cn1	6%
64	C(=N\Nc1nnc2c(n1)[nH]c1ccccc12)/c1c[nH]c2ccccc12	11%
65	Cc1ccc(-c2csc(Nc3ccccc3)n2)cc1	9%
66	Cc1cc(C)c(S(=O)(=O)NCCN2CCOCC2)c(C)c1	0%
67	CC1=C(C(=O)OCc2ccccc2)C(c2ccc(F)c(F)c2)C2=C(CC(C)(C)CC2=O)N1 (centres undefined)	7%
68	Cc1ccc(C(O)(CN(Cc2ccccc2)C(=O)c2ccccc2)c2ccccc2)cc1 (centres undefined)	15%
69	O=C1C(=Cc2cc([N+](=O)[O-])ccc2O)C(=O)c2ccccc21	0%
70	CC(=O)c1ccc(NC(=S)NC(NC(=O)c2ccc(C)cc2)C(Cl)(Cl)Cl)cc1 (centres undefined)	3%
71	N#Cc1ccc(/C=N/NC(=O)c2ccc(O)cc2O)cc1	9%
72	COc1ccccc1N=Nc1nc(-c2ccccc2)c(-c2ccccc2)[nH]1	0%
73	COC(=O)c1ccc(N2C(=O)C3C4C=CC(C4=C(c4ccccc4)c4ccccc4)C3C2=O)cc1 (centres undefined)	12%
74	COc1ccc(S(=O)(=O)N(C)c2ccccc2)cc1	0%
75	O=C1c2cccc3cccc(c23)C(=O)N1c1ccccc1	3%
76	CCOc1ccc(NC(=O)CCC(=O)N/N=C/c2cc(Cl)ccc2O)cc1	0%
77	O=C1c2cccc3c([N+](=O)[O-])ccc(c23)C(=O)N1c1ccc2ccccc2c1	6%
78	CC1=C(C(=O)Nc2ccc(Br)cc2)C(c2ccc(Cl)cc2Cl)NC(=S)N1 (centres undefined)	21%
79	Cc1oc(C(=O)O)cc1CSCc1cc(C(=O)O)c(C)o1	11%
80	O=C(NCc1ccccc1)NC(=O)c1cccnc1	0%
81	CN(C)c1ccc(NC(=O)C(=O)NCCOc2ccccc2)cc1	5%
82	O=C(Nc1ccc2c(c1)OCO2)c1cc(-c2cccs2)nc2ccccc12	17%
83	CCOC1=C(C)C(c2ccccc2)Oc2ccccc21 (centres undefined)	0%
84	Oc1c(Cl)cc(Cl)cc1C=Nc1ccc(Cl)cc1Cl	15%
85	COc1ccc(-c2n[nH]c3c2C(c2ccc([N+](=O)[O-])cc2)N(c2ccccc2)C3=O)cc1 (centres undefined)	20%
86	COc1ccc(N2C(=O)C3C(C2=O)N2C(c4cccs4)C4C(=O)N(c5ccc(OC)cc5)C(=O)C4N2C3c2cccs2)cc1 (centres undefined)	26%
87	C=CCc1cccc(/C=N/NC(=O)c2cccc(N3CCCC3=O)c2)c1O	16%
88	COc1cccc(NC(=O)C(=O)N/N=C/c2ccc3c(c2)OCO3)c1	12%
89	O=C(O)CC(NS(=O)(=O)c1cc(Cl)ccc1Cl)c1ccccc1 (centres undefined)	10%
90	CC(=O)C(C)Oc1cc2oc(=O)cc(-c3ccccc3)c2cc1Cl (centres undefined)	20%
91	C=CCN(c1ccccc1C(=O)O)S(=O)(=O)/C=C/c1ccccc1	6%
92	CC(=O)Nc1nc2c(s1)C(=O)CCC2	3%
93	O=C(COc1ccc([N+](=O)[O-])cc1)Nc1ccc2oc(-c3ccccc3Cl)nc2c1	53%*
94	CCCCOc1ccc(-c2nnc(-c3ccc(Br)cc3)o2)cc1	0%
95	O=C(O)c1ccc(NC(=O)c2cc(NC(=O)c3ccc(C(=O)O)cc3)cc(C(=O)Nc3ccc([N+](=O)[O-])cc3)c2)cc1	8%
96	CCn1c(=N)n(CC(=O)c2cc(C(C)(C)C)c(O)c(C(C)(C)C)c2)c2ccccc21	24%
97	COc1cccc(NC(=O)Nc2nnc(-c3ccccc3I)s2)c1	0%
98	Cc1ccc(-c2nc3cc(Cl)ccc3o2)cc1NC(=O)c1cccc(Cl)c1Cl	16%
99	Cc1ccccc1NC(=O)c1ccc(F)cc1	5%
100	Nc1nc2ccccc2n1CCOc1ccc2ccccc2c1	14%
101	COc1cc(/C=C2\SC(=S)N(Cc3ccccc3)C2=O)ccc1OC(=O)c1ccc(Cl)cc1	3%
102	CN1CCN(C(=O)c2cc(-c3ccc(Br)cc3)nc3ccccc23)CC1	5%
103	O=C(c1ccc(Cl)c(Cl)c1)N1CCOCC1	5%
104	O=C(NCc1ccccn1)C(=O)Nc1ccc(Br)cc1	0%
105	CC(=O)c1ccc(NC(=O)c2cccc(C)c2)cc1	0%
106	O=C(Nc1ccc2c(c1)OCO2)c1ccc(CSc2ccc(Cl)cc2)cc1	14%
107	N/C(=N\S(=O)(=O)c1ccccc1)c1ccccc1	0%&0%
108	Cc1ccc(C)c(NC(=O)CSc2ccc(Cl)cc2)c1	44%
109	O=C1CC(c2ccccc2)CC2=C1C(c1cccs1)Nc1ccc(C(=O)c3ccccc3)cc1N2 (centres undefined)	0%
110	CCOc1ccc(NC(=O)c2cc(-c3ccc(OC)c(OC)c3)nc3ccccc23)c([N+](=O)[O-])c1	0%

# (continued)
item	Molecule	RNase H inhibition
111	COc1ccc(O)c(/C=N/c2sc3c(c2C#N)CCCC3)c1	8%
112	O=C(NCc1ccccc1)c1ccc(OC2CSC2)cc1	8%
113	Cc1cc(C)n(CC(=O)n2c3ccccc3c3ccccc32)n1	5%
114	COc1ccc(C(=O)NCc2cccnc2)c(OC)c1	8%
115	CNC(=S)NCC12CC3CC(CC(C3)C1)C2	0%
116	CC(C)n1c(=S)[nH]c2c1c(=O)n(C)c(=O)n2C	13%
117	CCOC(=O)/C=C(\C)Nc1cc(-c2ccc(Cl)cc2)[nH]n1	2%
118	CCOc1cc(/C=C2\SC(N)=NC2=O)ccc1OCCOc1ccc(Cl)c(C)c1	30%
119	COc1ccc(C2SCC(=O)N2c2ccccc2)cc1 (centres undefined)	6%
120	CCOc1ccccc1N(CC(=O)NCCCOC)S(=O)(=O)c1ccccc1	8%
121	CCOc1ccc(-n2sc3c(c2=S)-c2ccccc2NC3(C)C)cc1	15%
122	CCc1ccc2oc(-c3cccc(NC(=O)c4ccc(OC)cc4)c3)nc2c1	15%
123	Oc1[nH]c2ccccc2c1N=Nc1nc2ccccc2o1	8%
124	CN(C)c1ccc(/C=N/NC(=O)c2ccc(O)cc2O)cc1Br	8%
125	NC(=O)CSc1nc2c(c(=O)n1Cc1ccccc1)C1(CCCCC1)Cc1ccccc1-2	6%
126	COc1ccc(/C=C2\C(=O)N(c3nc(-c4ccc(F)cc4)cs3)N=C2C)cc1OC	46%
127	CCOC(=O)c1c(-c2ccccc2)oc2ccc(OCC(=O)C(C)(C)C)cc12	10%
128	O=C(c1ccc(Br)cc1)N1CCC(Cc2ccccc2)CC1	4%
129	CCc1ccc(S(=O)(=O)NCc2ccccn2)cc1	2%
130	COc1ccc(N2C(=O)c3ccccc3NC2c2ccccc2)cc1 (centres undefined)	7%
131	COc1cc(C(=O)Oc2ccc(C=O)cc2)cc(OC)c1OC	20%
132	N/C(=N\N=C\c1ccc(O)c(O)c1)c1nonc1N	47%
133	CCOc1cccc(NC(=O)/C(C#N)=C\c2ccc(O)c(OC)c2)c1	17%

# The list is partial; rates above refer to the full screens.
